Artemis endo inh: blocks endonuclease activity of human Artemis; Q96SD1; recombinant Artemis, quenched FAM hairpin cleavage fluorescence; inhibition, % at 10 µM; 0.78% of 30,000 active; AID 686954;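 active = at 10 µM dose, at least 30% inhibition, measured as corrected fluorescence normalized to stimulator and neutral control wells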
Target sequence (Q96SD1 whole entry, looked up): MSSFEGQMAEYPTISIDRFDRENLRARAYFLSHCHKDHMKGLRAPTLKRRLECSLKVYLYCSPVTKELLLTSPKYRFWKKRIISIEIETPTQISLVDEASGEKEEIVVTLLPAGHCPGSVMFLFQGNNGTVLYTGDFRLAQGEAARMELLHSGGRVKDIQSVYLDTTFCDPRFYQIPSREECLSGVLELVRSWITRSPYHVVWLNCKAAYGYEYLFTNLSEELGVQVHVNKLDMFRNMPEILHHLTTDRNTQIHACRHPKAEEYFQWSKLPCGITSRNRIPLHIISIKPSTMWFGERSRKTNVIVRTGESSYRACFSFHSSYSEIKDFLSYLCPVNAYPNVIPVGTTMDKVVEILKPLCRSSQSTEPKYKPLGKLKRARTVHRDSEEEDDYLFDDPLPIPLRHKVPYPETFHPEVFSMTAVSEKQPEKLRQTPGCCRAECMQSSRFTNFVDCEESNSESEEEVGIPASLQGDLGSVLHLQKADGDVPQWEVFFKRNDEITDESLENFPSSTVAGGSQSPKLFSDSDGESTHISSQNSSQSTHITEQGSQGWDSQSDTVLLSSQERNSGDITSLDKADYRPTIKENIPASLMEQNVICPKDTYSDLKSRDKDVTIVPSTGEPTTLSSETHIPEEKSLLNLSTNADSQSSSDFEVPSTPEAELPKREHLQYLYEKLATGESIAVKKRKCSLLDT
The depositor's hits bear a star. These rows are one share of the data. The share of hits here may be higher or lower than overall.

The first 5 compounds as a preview:
SMILES	Artemis endo inh
O=C(NCc1ccccn1)C1C2C=CC(C2)C1C(=O)Nc1ccc(F)cc1 (centres undefined)	-1
COc1ccccc1NC(=O)C(C/C=C(/C)Cl)C(C)=O (centres undefined)	0
Cc1ccc(Sc2c(C=O)c3ccccc3n2C)cc1	8
CCc1ccc(C(=O)Nc2cc3c(cc2Cl)OCCCO3)cc1	1
O=C1N=C(N2CCN(c3cccc4ccccc34)CC2)S/C1=C/c1cccs1	26

Main list, from the start:
SMILES	Artemis endo inh
O=C(NCc1ccccn1)C1C2C=CC(C2)C1C(=O)Nc1ccc(F)cc1 (centres undefined)	-1
COc1ccccc1NC(=O)C(C/C=C(/C)Cl)C(C)=O (centres undefined)	0
Cc1ccc(Sc2c(C=O)c3ccccc3n2C)cc1	8
CCc1ccc(C(=O)Nc2cc3c(cc2Cl)OCCCO3)cc1	1
O=C1N=C(N2CCN(c3cccc4ccccc34)CC2)S/C1=C/c1cccs1	26
Cc1ccc(Cl)cc1N1CCN(CC(=O)Nc2ccc(CN3CCCCC3)cc2)CC1	2
CCOC(=O)CCNCC1COc2ccccc2O1 (centres undefined)	-4
COc1ccc(CNC(=O)C2CCN(c3nccs3)CC2)cc1	0
COc1ccc(S(=O)(=O)N2CCC(C(=O)N3CCCC3)CC2)cc1Cl	2
COc1ccccc1CNC(=O)CC(NS(=O)(=O)c1ccc(C)cc1)c1ccco1 (centres undefined)	-7
CC(C)(C)NC(=O)NC(=O)COc1ccccn1	0
COC(=O)CCC(=O)N1CCc2cc(S(=O)(=O)N3CCc4ccccc43)ccc21	-2
c1ccc(Nc2nc(-c3ccncc3)cs2)nc1	-4
CN1CCN(CCN2CCn3c2nc2ccccc23)CC1	7
Cc1nn(CC(=O)Nc2ccccn2)c(=O)c2ccccc12	-3
CCN(CC)S(=O)(=O)c1cccc(C(=O)N2CCCCC2)c1	-3
Cc1ccc(OCCn2cc(C(=S)N3CCCC3)c3ccccc32)cc1C	12
O=c1cc(CO)oc(CN2CCC(Cc3ccccc3)CC2)c1O	-3
COC(=O)c1ccc(COC(=O)c2ccc(CS(=O)(=O)c3ccc(C)cc3)cc2)cc1	4
Cc1nc2ccccc2n1CC(=O)OCC(=O)NCCc1ccccc1	8
CCOC(=O)C1=C(CSc2nc(C)ccc2C#N)OC(N)=C(C#N)C1c1cccc(OC)c1OC (centres undefined)	-9
O=C1NC2(CCCc3ccccc32)C(=O)N1CCOc1ccc(Br)cc1 (centres undefined)	9
O=C(CN1C(=O)c2cccc3cccc1c23)N1CCN(c2cccc(Cl)c2)CC1	2
CCCCNC(=O)Nc1ccccc1C(=O)Nc1ccc(OC)cc1	-1
O=C(CN1CCN(C(=O)c2ccco2)CC1)Nc1ccc(Cl)c(C(F)(F)F)c1	-3
COC(=O)c1ccc(C(=O)OC)c(NC(=O)COC(=O)C2CCCCC2)c1	8
COC(=O)c1ccc(Cl)c(NC(=O)CN(c2ccc(OC)cc2)S(=O)(=O)c2ccccc2)c1	-4
COc1cccc(-c2cc(C(=O)O)[nH]n2)c1	3
Cc1nn(-c2ccccc2)c(C)c1/C=N/NC(=O)c1cc(C(C)(C)C)[nH]n1	6
Cc1ccc(-c2noc(-c3ccccc3C(=O)NCC3CCCO3)n2)cc1 (centres undefined)	-1
COc1ccc2c(c1)N1CCN=C1N2C	-3
Cc1nn2c(-c3ccncc3)nnc2c2ccccc12	-4
C=CCOC(=O)/C(=C\c1cccc2ccccc12)NC(=O)c1ccccc1	0
CCOc1ccc(S(=O)(=O)N(C)c2ccc(OCC(=O)Nc3ccc4[nH]c(=O)[nH]c4c3)cc2)cc1	6
CCN(CCNC(=O)Nc1ccc(Cl)cc1)c1ccccc1	1
COc1ccccc1NC(=O)CN1CCN(CC(=O)Nc2ccc(Cl)c(C(F)(F)F)c2)CC1	-1
CCOC(=O)CS(=O)(=O)c1ccccc1	-2
Cc1cc(C)c(C(=O)C2OC(=O)C(C)(C)C(=O)C2(C)C)c(C)c1 (centres undefined)	4
Cc1cc2nncn2c(Cc2ccccc2)n1	-14
COC(=O)c1cc(-c2ccc(OC)c(OC)c2)on1	-3
CCCSc1nc(C)cc(C)c1S(=O)(=O)c1ccccc1C	5
COc1ccc(NC(=O)c2cn(-c3ccccc3)nc2-c2cc3ccccc3o2)cc1	11
CSc1cccc(NC(=O)CN(C)S(=O)(=O)c2ccc(F)cc2)c1	-4
COc1ccc(CN2CCN(C(=O)c3cccs3)CC2)cc1Br	-3
CCCc1cc(=O)[nH]c(SCC(=O)OCc2ccccc2)n1	-2
Cc1cccc(N2CCN(c3ccc(NC(=O)/C=C(/C(=O)O)c4ccccc4)cc3)CC2)c1	10
CCOC(=O)CSC1=C(C#N)C(=O)NC(c2ccc(OC)c(OC)c2)S1 (centres undefined)	-9
O=C(CCN1CCCC1)Nc1ccc(Br)cc1	3
CCOC(=O)N1CCN(C(=O)COc2ccc(S(=O)(=O)NC3CCCCC3)cc2C)CC1	7
O=C1CC(N2CCCc3ccccc32)C(=O)N1c1ccccc1Cl (centres undefined)	-5

Next part.
SMILES	Artemis endo inh
Cc1ccc(/C(N)=N/OC(=O)COc2ccccc2Cl)cc1	5
CCOc1ccccc1-c1nc(-c2cc3ccccc3nc2OC)no1	3
Cc1nc2nc(-c3ccco3)nn2c(C)c1Cl	7
COC(=O)C(CC(C)C)NC(=O)CNC(=O)c1ccccc1C (centres undefined)	3
Nc1ccc(Oc2ccc3nc(-c4ccccc4)c(-c4ccc([N+](=O)[O-])cc4)nc3c2)cc1	7
CCOc1ccc(C(=O)C(c2ccccc2)N2CCOCC2)cc1 (centres undefined)	-1
CCN(c1ccccc1)S(=O)(=O)c1ccc(F)cc1C	7
COc1cccc(-c2cn3nc(C)c(C)nc3n2)c1	1
COc1cc(C)nc(N2CCCC(C(=O)Nc3cc(Cl)ccc3OC)C2)n1 (centres undefined)	4
COc1ccccc1-n1nnnc1SCC(=O)NC1CCCC1	1
COc1cc(NC(=O)N2CCOCC2)cc(OC)c1	-5
Cc1nn(C)c(C)c1S(=O)(=O)N1CCCC(C(=O)N2CCN(c3ccc(Cl)cc3)CC2)C1 (centres undefined)	5
CCOCCn1cnc2sc(C(=O)NCC(=O)OCC)c(C)c2c1=O	-1
CCOc1ccc(-c2cnc(SCC(N)=O)nc2N)cc1	-2
Cc1ccn2c(C(=O)CSc3ccccc3Cl)c(C)nc2c1	2
CCOC(=O)c1[nH]c(C)c(C(=O)OC(C)C(=O)Nc2ncc(Cl)cc2Cl)c1C (centres undefined)	6
Cc1cccc(N2CC34C=CC(O3)C(C(=O)O)C4C2=O)c1 (centres undefined)	-9
CCOC(=O)C(O)(C1C(=O)CC(C)(C)CC1=O)C(F)(F)F (centres undefined)	9
Cc1c(C(=O)Nc2ccc(C(=O)O)cc2)cnn1C	-2
Cc1ccc(NC(=O)CN(C)S(=O)(=O)c2cnc[nH]2)cc1C	-3

Part of the list above in order of SMILES length, highest first.
SMILES	Artemis endo inh
CCOC(=O)c1[nH]c(C)c(C(=O)OC(C)C(=O)Nc2ncc(Cl)cc2Cl)c1C (centres undefined)	6
CCOC(=O)C(O)(C1C(=O)CC(C)(C)CC1=O)C(F)(F)F (centres undefined)	9
CCOCCn1cnc2sc(C(=O)NCC(=O)OCC)c(C)c2c1=O	-1

Carrying on:
SMILES	Artemis endo inh
Cc1ccc(N2C(=O)C3C4C=CC(C4)C3C2=O)cc1 (centres undefined)	0
CCCCNC(=O)CCn1c(=O)c2ccccc2n(CC(=O)N2CC(C)CC(C)C2)c1=O (centres undefined)	-4
CCOc1ccccc1C(=O)NCC(=O)OCC(=O)NCCc1ccc(S(N)(=O)=O)cc1	1
Cc1oc(C)c2c(=O)ccc3c(c12)OC(N)=C(C#N)C3c1ccccc1 (centres undefined)	18
S=C(NCc1ccccn1)Nc1cccc(Cl)c1	4
CC(C)(C)c1ccc(OCC(=O)Nc2ccc(-c3nc4cccnc4o3)cc2)cc1	9
CCOc1ccccc1/C=N/NC(=O)c1ccc(Cn2cc([N+](=O)[O-])cn2)o1	-7
Cc1ccc(S(=O)(=O)c2nc(-c3ccccc3)oc2NCCN2CCOCC2)cc1	-4
CC(=O)c1sc(Nc2ccccn2)nc1C	10
CC(C)OC(=O)CSc1nnc(SCc2cccc3ccccc23)s1	1
COc1cc2c(cc1OC)-c1cc(NCc3ccccn3)nc(=O)n1CC2	6
Cc1cc(C)c2c(c1)/C(=N/NS(=O)(=O)c1ccccc1)CCC2	10
CCCCCn1c(N2CCOCC2)nc2c1c(=O)n(CC(N)=O)c(=O)n2C	5
CCCN(CCC)C(=O)CSc1nc2n[nH]c(C)c2c(=N)n1-c1ccc(OCC)cc1	1
CCCCN(CCCC)S(=O)(=O)c1ccc(C(=O)Nc2nnc(COC)o2)cc1	-3
CN(C)c1ccc(C(=O)c2ccc(O)cc2O)cc1	-2
Cc1nc2ccc(NC(=O)c3c(-c4ccccc4)noc3C)cc2s1	-6
N#CC1=C(N)Oc2cc3ccccc3cc2C1c1cccnc1 (centres undefined)	1
COc1ccc2c(C(F)(F)F)cc(=O)oc2c1C	1
COC(=O)CNC(=O)C12CC3(C)CC(C)(CC(C)(C3)C1)C2	7
Cc1cccc(CCNS(=O)(=O)c2cnc[nH]2)c1	-6
CC(=O)Nc1ccc2c(c1)CCCN2C(=O)c1ccccc1	-2
CCC(C)[C@@H](NC(=O)OC(C)(C)C)c1nnc(S(=O)(=O)Cc2cccc(C)c2)o1 (some centres undefined)	1
CCOC(=O)c1cccc(NC(=O)COC)c1	-4
COc1ccc(C(=O)Nc2ccc(CN3CCOCC3)cc2)cc1	3
CCOC(=O)c1sc(NC(=O)CSc2nnc(-c3ccco3)o2)c(C(=O)OCC)c1C	9
O=C(CN1C(=O)CSC1=O)N1CCCCC1	-6
COc1ccc(C2CC(C(F)(F)F)n3nc(C(=O)N(C)Cc4cn(C)nc4C)c(Cl)c3N2)cc1 (centres undefined)	-1
O=C1NC(c2cccs2)Nc2ccccc21 (centres undefined)	7
Cc1ccc(C(=O)CCC2CCCC2=O)cc1 (centres undefined)	-6
CCOC(=O)c1ccc(Oc2nc(NC(C)(C)C)nc(N(C)C)n2)cc1	6
O=C(Nc1ccccc1C(F)(F)F)c1ccc(CN2CCC(Cc3ccccc3)CC2)cc1	-2
Cc1sc2ncn(C(C)C(=O)OC3CCCCC3)c(=O)c2c1C (centres undefined)	6
Cc1ccc(-c2nnn(CC(=O)N(CC3CCCO3)C(C(=O)NC3CCCC3)c3ccc(F)cc3)n2)o1 (centres undefined)	-2
CCCC1(CCC)NC(=O)NC1=O	1
COc1ccc(-c2nc3c(=O)n(C)c(=O)[nH]c3n2CCc2ccccc2)cc1	-1
CCCCOC(=O)Cn1c(=O)n(CC(=O)OCCCC)c2cc(C)ccc21	7
CCCC/C(C)=N\NC(=O)CNS(=O)(=O)c1ccc([N+](=O)[O-])cc1	1
Cc1cc(O)c(C(C)C)cc1NC(=O)c1ccc(Cl)cc1	-9
COc1ccc(OC)c2[nH]c(=O)c(CCNC(=O)c3ccc(S(=O)(=O)N4CCCCC4)cc3)cc12	5
COc1ccc(CCNC(=O)c2n[nH]c(=O)c3ccccc23)cc1	-1
CN(CC(=O)N1CCN(c2ccccn2)CC1)S(=O)(=O)c1ccccc1	0
COc1ccccc1-n1nnnc1SCC(=O)Nc1cc(C)on1	12
COC(=O)c1cc2c(-c3ccccc3)c(C)c3ccccn3c-2c1C(=O)OC	9
CN(C)C(=O)c1cn(N(C)c2ncc(C(F)(F)F)cc2Cl)c(=O)c2ccccc12	-6
O=C(c1ccc2c(c1)OCO2)N1CCN(c2ccccc2)CC1	-9
CC(=O)Oc1ccc(N2C(=O)C3C4C=CC(CO)(O4)C3C2=O)cc1 (centres undefined)	-8
CCOC(=O)c1cc(NC(=O)CSCCO)ccc1Cl	-3
COCCCn1c(=N)c(C(=O)NC2CCCCC2)cc2c(=O)n3ccccc3nc21	2
N#Cc1c(NC2CCCCC2)nc(-c2ccco2)c2c1CCCC2	12

Next part:
SMILES	Artemis endo inh
CCOC(=O)CN1NC2(CCCCC2)NC1=S	2
O=C1CN(C(=O)c2ccccc2)c2ccccc2N1	0
CC(C)C(C(=O)NCc1ccco1)N(C(=O)CNS(=O)(=O)c1ccccc1)C1CCCC1 (centres undefined)	3
Cc1ccc(C)n1NC(=O)c1cccs1	12
CCCC(=O)Nc1ccc2c(c1)nc(CN1CCCC1)n2C	-3
Cc1ccc(S(=O)(=O)N(CC(=O)NCc2ccncc2)C2CCCCC2)cc1	10
O=C(Nc1nc(-c2cccs2)c(-c2ccccc2)s1)c1ccco1	11
C=CCC(CC=C)(C(=O)O)c1ccccc1	-12
Cc1ccc(-n2c(SCC(=O)OC(C)C)nnc2-c2ccco2)cc1	1
Cn1c(CSc2nc3ccccc3s2)nnc1SCC(=O)NCCCN1CCOCC1	0
CCC(=O)Nc1cc(C(C)C)c(O)cc1C	-6
CC(=O)c1cccc(N=C2NC(=O)CS2)c1	-2
O=C(Nc1c(C(=O)O)[nH]c2ccccc12)NC1CCCCC1	4
O=c1c2c3c(sc2ncn1Cc1ccc(F)cc1)CCC3	20
COc1ccccc1CNC(=O)COC(=O)c1cnccn1	9
Cn1cccc1/C=N/n1c(-c2ccc(Cl)cc2)n[nH]c1=S	4
CCCCN(C(=O)c1cc(OC)c(OC)c(OC)c1)C1=CC2CCC(C1)N2C (centres undefined)	-7
CC1(C)CC(=O)C(C=NCCO)=C(O)C1	-3

Screens: PubChem, Sanford-Burnham Center for Chemical Genomics
